# Screening data from PubChem.
# TRPC4 agonist = activators of mouse TRPC4 channel, primary screen, Fluo4 calcium, HEK293 TRPC4beta/mu-opioid cells | Fluo4 calcium fluorescence; active compounds read high | AID 2237, 2010 | 0.49% of 310,000 active | B-score at 10 µM | Short transient receptor potential channel 4 (Mus musculus), Q9QUQ5;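 active = B-score above 5 SD of library B-scores, and initial fluorescence ratio not above library mean plus 5 SD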;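 note: positive B-score marks a calcium rise read as TRPC4 activation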
#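 Assay system: HEK293 cells stably co-expressing mouse TRPC4beta and mu-opioid receptor / Timing: Fluo4 dye loading 45 min at room temperature, 110 s recording / Signal: Fluo4 calcium-sensitive dye fluorescence, kinetic, 1 Hz baseline / Read-out: integrated baseline-normalised fluorescence ratio, converted to per-well B score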
# TRPC6 inh = mouse TRPC6 channel inhibitors, primary screen, cell-based, HEK293, membrane potential dye. B-score at 10 µM. ACh-evoked depolarization; active compounds read low. Short transient receptor potential channel 6 (Mus musculus), Q61143. AID 2553, 2010. 1.1% of 310,000 active;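 active = B-score under library mean minus 3 SD, initial fluorescence not abnormally high, positive integrated signal ratio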;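 note: B-score derived from integrated fluorescence ratio over the kinetic read; more negative B-score means stronger inhibition of depolarization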
# Target sequence (Q61143 whole entry, looked up): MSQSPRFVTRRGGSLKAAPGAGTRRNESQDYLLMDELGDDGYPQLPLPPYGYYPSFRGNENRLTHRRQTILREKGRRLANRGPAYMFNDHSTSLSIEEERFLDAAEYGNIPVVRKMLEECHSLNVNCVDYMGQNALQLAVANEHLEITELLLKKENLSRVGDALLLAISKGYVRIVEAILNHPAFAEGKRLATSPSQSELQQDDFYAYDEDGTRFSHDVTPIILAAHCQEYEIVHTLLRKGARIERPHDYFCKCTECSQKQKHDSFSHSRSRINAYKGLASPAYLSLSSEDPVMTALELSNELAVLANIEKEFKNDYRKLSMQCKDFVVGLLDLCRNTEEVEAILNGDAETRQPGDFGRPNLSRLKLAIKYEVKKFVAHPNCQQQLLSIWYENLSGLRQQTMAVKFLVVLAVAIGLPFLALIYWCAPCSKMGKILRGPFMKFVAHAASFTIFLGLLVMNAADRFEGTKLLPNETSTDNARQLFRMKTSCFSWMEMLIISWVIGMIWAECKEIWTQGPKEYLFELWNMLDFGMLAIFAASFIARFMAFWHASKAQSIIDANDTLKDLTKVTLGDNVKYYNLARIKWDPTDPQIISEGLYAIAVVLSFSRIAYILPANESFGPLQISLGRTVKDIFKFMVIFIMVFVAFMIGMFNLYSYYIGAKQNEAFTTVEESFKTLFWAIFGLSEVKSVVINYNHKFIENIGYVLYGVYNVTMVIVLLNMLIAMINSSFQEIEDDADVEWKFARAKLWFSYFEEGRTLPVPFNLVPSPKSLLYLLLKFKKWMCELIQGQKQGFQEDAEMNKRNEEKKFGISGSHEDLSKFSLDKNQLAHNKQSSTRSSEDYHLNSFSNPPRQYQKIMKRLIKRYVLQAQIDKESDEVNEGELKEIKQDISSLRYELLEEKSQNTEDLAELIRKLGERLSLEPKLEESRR
# ANO1 block = TMEM16A chloride channel inhibitors, primary screen, cell-based, HTS | HEK293 TMEM16A/YFP iodide influx fluorescence, ionomycin | 1.2% of 310,000 active | AID 588511, 2011 | Anoctamin-1 (Mus musculus), Q8BHY3 | normalized B-score (activity score, 25-100; higher = stronger inhibition) at 10 µM;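 active = ratio plate-corrected score three or more library SD toward inhibition, starting fluorescence score within five deviations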;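 note: score derived from kinetic fluorescence span divided by baseline fluorescence per well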
# MrgX1 agonist = agonists of human MrgX1 receptor, primary screen, HEK293 cells, Fluo-4 calcium flux; Mas-related G-protein coupled receptor member X1 (Homo sapiens), Q96LB2; 0.44% of 310,000 active; Fluo-4 calcium fluorescence, agonist mode; active compounds read high; B-score at 10 µM;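 active = calcium response B-score plate-corrected fluorescence ratio at least 3 library SD, with starting fluorescence B-score inside 5 SD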
#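 Test system: HEK293 cells stably expressing human MrgX1 receptor; Input: fifteen thousand cells per well; Dosing: compound delivered in addition one of three; Schedule: overnight seeding, then 1 h dark dye loading; Technique: Fluo-4 NW calcium fluorescence; Measure: B-scored fluorescence response ratio; Controls: positive and negative controls per plate.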
# MrgX1 antagonist = antagonists of human MrgX1 receptor, primary screen, HEK293 cells, Fluo-4 calcium flux; BAM8-22 antagonism; active compounds read low; B-score at 10 µM; 1.3% of 310,000 active;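 active = calcium-response B-score plate-corrected more than 3 library SD below zero, starting fluorescence within 5 deviations, no agonist response on first addition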;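 note: peak minus trough fluorescence over baseline after final BAM8-22 challenge near maximal dose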
# TRPC6 activator = mouse TRPC6 channel activators, primary screen, cell-based, HEK293, membrane potential dye; Short transient receptor potential channel 6 (Mus musculus), Q61143; HEK293-TRPC6 membrane potential dye fluorescence; active compounds read high; B-score at 10 µM; 0.13% of 310,000 active; AID 2550, 2010;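 active = B-score of the integrated fluorescence ratio above library mean plus 3 SD, and starting fluorescence ratio within library mean plus 5 SD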;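 note: higher score means more depolarization so channel activation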
# TRPC4 potent = positive allosteric modulators of TRPC4, primary screen, cell-based, mouse TRPC4beta, HEK293 mu-opioid, Fluo-4 calcium. DAMGO EC20, Fluo-4 Ca2+ flux; active compounds read high. B-score at 10 µM. 0.42% of 310,000 active. AID 2227, 2009;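 active = B-score of calcium response area above 5 SD of library B-scores, with initial fluorescence ratio within 5 SD of library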;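 note: B-score of integrated fluorescence ratio over time as area under calcium response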
# TRPC4 block = inhibitors of mouse TRPC4 channel, primary screen, Fluo4 calcium, HEK293 TRPC4beta/mu-opioid cells; Short transient receptor potential channel 4 (Mus musculus), Q9QUQ5; DAMGO-evoked Fluo4 calcium flux; active compounds read low; B-score at 10 µM; 0.39% of 300,000 active;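 active = B-score over 3 SD under the library average, no early fluorescence shift, positive overall ratio signal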
#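 Assay system: HEK293 cells with stable TRPC4beta plus mu-opioid receptor expression; Probe or stimulus: DAMGO in two steps, submaximal then maximal; Dosing: single-point compound dosing; Measured by: Fluo4 calcium-dye fluorescence, kinetic read; Read-out basis: B score from integrated Fluo4 fluorescence ratio.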
# TMEM16A act = TMEM16A chloride channel activators or potentiators, primary screen, cell-based, HTS; Anoctamin-1 (Mus musculus), Q8BHY3; HEK293 TMEM16A/YFP-H148Q/I152L, iodide quench fluorescence; active compounds read low; B-score at 10 µM; 0.3% of 340,000 active; AID 623877, 2012;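 active = fluorescence-ratio B-score plate-corrected deviation score at least 3 library SD below zero, with starting fluorescence score within 5 deviations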;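 note: channel opened by trigger with iodide after compound preincubation; score built on the fluorescence ratio of max minus min over baseline; more negative score means more quench and so TMEM16A activation or potentiation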
# MrgX1 allo act = positive allosteric modulators of MrgX1, primary screen, HEK293 cells, Fluo-4 calcium flux; Mas-related G-protein coupled receptor member X1 (Homo sapiens), Q96LB2; FDSS; active compounds read high; B-score at 10 µM; 0.63% of 310,000 active; AID 588675, 2011;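 active = plate-corrected calcium response at least 3 library SD above typical, normal starting fluorescence, not activating the receptor alone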;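 note: compound read alongside a low EC10 to EC30 dose of BAM8-22 agonist; peak minus trough fluorescence over baseline measured at the second addition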
# RGS4 inh = RGS4 inhibitors, primary screen, cell-based, HEK293 M3R inducible RGS4, calcium flux | Fluo-4 calcium flux; active compounds read high; triggered by carbachol at its EC20 | B-score at 10 µM | 0.45% of 310,000 active;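 active = B-score, a plate-corrected calcium signal, over three deviations above library mean, with baseline fluorescence within five deviations of library mean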;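 note: RGS4 expression induced by doxycycline in cells with stable M3 receptor; B-score is computed from the integrated fluorescence ratio over baseline after carbachol; higher B-score means a larger calcium signal and so more RGS4 inhibition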
# Target sequence (P49798 whole entry, looked up): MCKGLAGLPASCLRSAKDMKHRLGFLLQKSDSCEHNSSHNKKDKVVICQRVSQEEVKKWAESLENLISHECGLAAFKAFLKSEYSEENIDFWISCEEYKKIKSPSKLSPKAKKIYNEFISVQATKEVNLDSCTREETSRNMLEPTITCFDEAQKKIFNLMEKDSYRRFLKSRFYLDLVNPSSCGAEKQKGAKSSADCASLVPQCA
# * marks the source's active call; other numbers are inactive results; i = inactive; / = not tested or not shown.
SMILES,TRPC4 agonist,TRPC6 inh,ANO1 block,MrgX1 agonist,MrgX1 antagonist,TRPC6 activator,TRPC4 potent,TRPC4 block,TMEM16A act,MrgX1 allo act,RGS4 inh
CC(=O)NC1C(OCc2ccccc2)OC(CO)C(OC(C)=O)C1OC(C)=O (stereo not given),i,i,i,i,i,i,i,i,i,i,i
COc1ccc(C(=O)NCCNc2nc3ccc(C)cc3cc2C#N)cc1,i,i,i,i,i,i,i,i,i,i,i
CCOc1cc2c(cc1/C=C1/NC(=O)N(CC(=O)OC)C1=O)OCO2,i,i,i,i,i,i,i,i,i,i,i
CCOC(=O)N1CCN(C(=O)C2CCCN(S(=O)(=O)c3c(C)cc(C)cc3C)C2)CC1 (stereo not given),i,i,i,i,i,i,i,i,i,i,i
Cc1nn(Cc2ccc(F)cc2)c(C)c1NC(=O)c1cc(-c2ccco2)on1,i,i,i,i,i,i,i,i,i,i,i
COc1ccc2oc(C(=O)N(C)Cc3ccc4c(c3)OCCO4)c(C)c2c1,i,i,i,i,i,i,i,i,i,i,i
COc1cc(/C=N/NC(=O)COc2cc(C)cc(C)c2)ccc1OS(=O)(=O)c1ccc(C)cc1,i,i,i,i,i,i,i,i,i,i,i
CCn1c(-c2sc(-c3ccccc3)nc2C)n[nH]c1=S,i,i,i,i,i,i,i,i,i,i,i
CC(C)Oc1cccc(C(=O)NC(=S)Nc2cccnc2)c1,i,i,i,i,i,i,i,i,i,i,i
O=C(NCCN1C(=O)C2C3C=CC(C3)C2C1=O)Nc1ccccn1 (stereo not given),i,i,i,i,i,i,i,i,i,i,i

# Reformatted: entries from further up.
> CCn1c(-c2sc(-c3ccccc3)nc2C)n[nH]c1=S
  TRPC4 agonist: i
  TRPC6 inh: i
  ANO1 block: i
  MrgX1 agonist: i
  MrgX1 antagonist: i
  TRPC6 activator: i
  TRPC4 potent: i
  TRPC4 block: i
  TMEM16A act: i
  MrgX1 allo act: i
  RGS4 inh: i

> COc1ccc(C(=O)NCCNc2nc3ccc(C)cc3cc2C#N)cc1
  TRPC4 agonist: i
  TRPC6 inh: i
  ANO1 block: i
  MrgX1 agonist: i
  MrgX1 antagonist: i
  TRPC6 activator: i
  TRPC4 potent: i
  TRPC4 block: i
  TMEM16A act: i
  MrgX1 allo act: i
  RGS4 inh: i

> CC(C)Oc1cccc(C(=O)NC(=S)Nc2cccnc2)c1
  TRPC4 agonist: i
  TRPC6 inh: i
  ANO1 block: i
  MrgX1 agonist: i
  MrgX1 antagonist: i
  TRPC6 activator: i
  TRPC4 potent: i
  TRPC4 block: i
  TMEM16A act: i
  MrgX1 allo act: i
  RGS4 inh: i

> COc1ccc2oc(C(=O)N(C)Cc3ccc4c(c3)OCCO4)c(C)c2c1
  TRPC4 agonist: i
  TRPC6 inh: i
  ANO1 block: i
  MrgX1 agonist: i
  MrgX1 antagonist: i
  TRPC6 activator: i
  TRPC4 potent: i
  TRPC4 block: i
  TMEM16A act: i
  MrgX1 allo act: i
  RGS4 inh: i

# (more compounds)
SMILES,TRPC4 agonist,TRPC6 inh,ANO1 block,MrgX1 agonist,MrgX1 antagonist,TRPC6 activator,TRPC4 potent,TRPC4 block,TMEM16A act,MrgX1 allo act,RGS4 inh
COCCCNC(=O)CCC(=O)NNc1nc2ccccc2c2nc(-c3ccccc3)nn12,i,i,i,i,i,i,i,i,i,i,i
COc1ccc(C2CC(c3ccccc3Cl)Nc3ncnn32)cc1OC (stereo not given),i,i,i,i,i,i,i,i,/,i,i
O=C(/C=C/c1ccccc1)C1=C(O)C(=O)N(CCO)C1c1ccccc1[N+](=O)[O-] (stereo not given),i,i,i,i,i,13*,i,i,i,i,i
CCN(c1ccc(NC(=O)COC(=O)c2ccc(C)s2)cc1)C(C)C,i,i,i,i,i,i,i,i,i,i,i
O=c1[nH]c2c(s1)C(c1ccccc1)C1C3CCC(C3)C1S2 (stereo not given),i,i,i,i,i,i,i,i,i,i,i
Cc1ccc(SCC(=O)Nc2ncc(C)s2)cc1,i,i,i,i,i,i,i,i,i,i,i
CCCCC#Cc1ccc(C(=O)NNC(=O)Nc2ccccc2)o1,i,i,i,i,i,i,i,i,i,i,i
COc1ccc(C(=O)n2nc(-c3ccccc3)nc2N)cc1OC,i,i,i,i,i,i,i,i,i,i,i
Cc1ccc(C(c2nnnn2CS(=O)(=O)c2ccc(C)cc2)N2CCCC2)cc1 (stereo not given),i,i,i,i,i,i,i,i,i,i,i
COc1ccc(OCCOC(=O)c2cccc(-n3cnnn3)c2)cc1,i,i,i,i,i,i,i,i,i,i,i
Cc1ccc(N/C(C(Cl)=C(Cl)Cl)=C(/Cl)[N+](=O)[O-])c(C)c1,i,i,/,/,/,i,i,i,i,/,i
C=C1CCN([C@H](C(=O)NCc2ccccc2)C(C)C)S(=O)(=O)c2ccccc21,i,i,i,i,i,i,i,i,i,i,i
NCCOc1ccccc1Cc1ccccc1,i,i,i,i,i,i,i,i,i,i,i
CCN(CC)C(=O)COc1ccc2oc(C)c(C(=O)OC(C)C)c2c1,i,i,i,i,i,i,i,i,i,i,i
COC(=O)c1ccc(Cl)cc1NC(=O)/C=C/c1ccc(C)o1,i,i,i,i,i,i,i,i,i,i,i
O=c1oc2cc(Cl)ccc2n1CSc1nc2ccccc2s1,i,i,i,i,i,i,i,i,i,i,i
COc1ccc(-c2nn(-c3ccccc3)cc2/C=N/NC(=S)NC(C)C)cc1OC,i,i,i,i,i,i,i,i,i,i,i
Cc1ccc(C(=O)NNC(=O)CSc2nnc(C(C)C)n2C)cc1,i,i,i,i,i,i,i,i,i,i,i
COc1cc(NC(=O)CN2CCC(C)CC2)c(C)cc1[N+](=O)[O-],i,i,i,i,i,i,i,i,i,i,i
COc1cccc(-c2nc(CS(=O)(=O)CC(=O)NC3CC3)c(C)o2)c1,i,i,i,i,i,i,i,i,i,i,i
COc1cccc(NC(=O)N2CCc3ccccc3C2)c1,i,i,i,i,i,i,i,i,i,i,i
COc1ccc(CN(Cc2nc3ccccc3c(=O)[nH]2)C(=O)NC2CCCCC2)cc1,i,i,i,i,i,i,i,i,i,i,i
CCCCN(C)C(=O)C1CCC(CNS(=O)(=O)c2ccc3c(c2)CC(C)N3C(C)=O)CC1 (stereo not given),i,i,i,i,i,i,i,i,i,i,i
O=C(CNC(=O)c1cccnc1)N/N=C/c1ccc(O)cc1O,i,i,i,i,i,i,i,i,i,i,i
CCOc1ccccc1N1CCN(S(=O)(=O)c2cc(C)ccc2OC)CC1,i,i,i,i,i,i,i,i,i,i,i
C=CC[n+]1c(C)csc1Nc1ccc(C)cc1,i,i,i,i,i,i,i,i,i,i,i
O=C(c1c(F)c(F)c(F)c(F)c1F)N1CCc2ccccc21,i,i,i,i,i,i,i,i,i,i,i
Cn1nnnc1SCC(=O)NCCCc1ccccc1,i,i,i,i,i,i,i,i,/,i,i
COc1ccc(NC(=O)C/C(C)=N/NC(=O)c2cnccn2)c(OC)c1,i,i,i,i,i,i,i,i,i,i,i
CCOC(=O)N1CCC(NC(=O)C2CCCN(S(C)(=O)=O)C2)CC1 (stereo not given),i,i,i,i,i,i,i,i,i,i,i
COc1cc(-c2nc(-c3cccc(C)c3)no2)cc(OC)c1OC,i,i,i,i,i,i,i,i,i,i,i
C/C(=N\NC(=O)CNC(=O)c1cccnc1)c1cccc(O)c1,i,i,i,i,i,i,i,i,i,i,i
COc1cc(/C=N/NC(N)=O)ccc1OC(=O)c1cccs1,i,i,i,i,i,i,i,i,i,9.5*,i
CS(=O)(=O)N(CC(=O)NCc1cccnc1)C1CCCCC1,i,i,i,i,i,i,i,i,i,i,i
Cc1ccc(Nc2nc(-c3ccc(S(=O)(=O)N4CCOCC4)cc3)cs2)cc1,i,i,i,i,i,i,i,i,i,i,i
Cc1ccc(NS(=O)(=O)c2ccc(NS(=O)(=O)c3cccs3)cc2)cc1,i,i,i,i,i,i,16*,i,i,i,i
COC(=O)Cc1ccc(NC(=S)NCc2cccc(OC)c2)cc1,i,i,i,i,i,i,i,i,i,i,i
CC(=O)Nc1ccc2c(c1)CCCC2,i,i,i,i,i,i,i,i,i,i,i
Cc1ccc(-c2nc3ccccc3c(=O)n2NC(=O)COc2ccccc2)cc1,i,i,i,i,i,i,i,i,i,i,i
Cn1nnc2c(NCc3ccco3)nccc21,i,i,i,i,i,i,i,i,i,i,i
O=C(NNC(=O)c1cc(-c2ccncc2)nc2ccccc12)c1ccccc1O,i,i,i,i,i,i,i,i,i,i,i
CCOCCCNS(=O)(=O)c1ccc2c(c1)CCN2C(=O)CC,i,i,i,i,i,i,i,i,i,i,i
CCOc1ccccc1N1CCN(Cc2cc3c(cc2[N+](=O)[O-])OCO3)CC1,i,i,i,i,i,i,i,i,i,i,i
COc1ccc(CN(C)C(c2ccccc2)c2nnnn2-c2ccccc2C)c(OC)c1C (stereo not given),i,i,i,i,i,i,i,i,i,i,i
Cc1cccc(COCC(Cc2ccccc2)N2CCN(C(=O)c3ccc(Cl)c(Cl)c3)CCC2=O)c1 (stereo not given),i,i,i,i,i,i,i,i,i,i,i
COc1cccc(-c2cnc(NCc3cc(Cl)ccc3O)n2C)c1,i,i,i,i,i,i,i,i,/,i,i
Cn1c(=O)n(C)c2cc(S(=O)(=O)Nc3ccccc3C(=O)O)ccc21,i,i,i,i,i,i,i,i,i,i,i
COc1cccc(CC(=O)Nc2nc(-c3cccnc3)cs2)c1,i,i,i,i,i,i,i,i,i,i,i
